Assay outcomes: PubChem, National Center for Advancing Translational Sciences (NCATS)
L3MBTL1 inh = L3MBTL1 (human) inhibition. AlphaScreen L3MBTL1–H3K9me1 peptide binding. Potency, µM (doses to about 57.1 µM), without a hit: at the top dose activity, negative = inhibition, actives largely listed as inhibitors. Q9Y468. AID 485360. 0.66% of 230,000 active; note: nearly all actives have a fitted effect of over 60% in size
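Displacement of a biotinylated histone H3(1-15) peptide monomethylated at Lys9 (75 nM) from L3MBTL1 (50 nM) was measured by AlphaScreen after a 30 min room-temperature compound incubation; cefsulodin titration served as intraplate control.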
Tau fibril FP = inhibitors of human tau fibril formation | 0.39% of 280,000 active | K18 P301L tau heparin fibrillization, Alexa594 FP, 6 h | P10636 | Potency, µM (top dose mostly 57.7 µM), without a hit: top-dose activity, negative = inhibition, actives largely listed as inhibitors; note: nearly all actives have a fitted effect of over 55% in size
Target sequence (P10636 561-689 P618L limits assumed): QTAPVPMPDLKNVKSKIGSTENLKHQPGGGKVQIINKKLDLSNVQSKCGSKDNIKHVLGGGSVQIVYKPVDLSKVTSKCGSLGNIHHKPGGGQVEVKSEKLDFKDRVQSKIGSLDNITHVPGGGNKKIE
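K18 P301L tau (15 uM unlabeled/0.24 uM Alexa 594-labeled, final) + compound + heparin 20 uM final; 100 mM NaOAc pH 7; 6 hr 37 C; ThT 30 uM final added, 1 hr RT; FP ex 555/em 632 nm.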
TexasRed fluor = Texas Red fluorescence interference in TRb-SRC2 counter-screen; TRb/SRC2 Texas Red total fluorescence interference; Potency, µM (titrated, usually from 106 µM), for inactives: at the top dose fluorescence change, negative = quenching; 0.29% of 280,000 active; AID 1479; active = well fitted curve in either direction with a large enough effect; inconclusive = small, poorly fitted or top-dose-only effect
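Flags fluorescent or light-absorbing compounds by total fluorescence, S + 2P, at 555 nm excitation and 632 nm emission. Mixture: 20 nM Texas Red SRC2 peptide, 0.6 uM human TRb LBD, 1 uM T3, 5% DMSO; compound exposure 5 h at ambient temperature.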
Tau ThT inhib = inhibitors of human tau fibril formation, thioflavin T binding; Potency, µM (highest dose often 57.4 µM), for the others: top-dose activity, negative = inhibition, usual class: inhibitors; AID 1460; 2.1% of 270,000 active; recombinant tau K18 P301L, heparin-induced fibrillization, ThT fluorescence; P10636; note: nearly all actives have a fitted effect of over 55% in size
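In this qHTS, human K18 P301L tau is incubated with compound and heparin for 6 hr at 37 C, and Thioflavin T fluorescence then reports fibril load.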
aGal spleen mod = inhibits or activates alpha-galactosidase in human spleen homogenate; P06280; Potency, µM (doses to about 80 µM), for inactives: at the highest dose activity change, negative = inhibition, most hits filed as inhibitors; human spleen homogenate, 4MU-alpha-Gal fluorescence, 40 min; 0.008% of 240,000 active;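 note: 0% = enzyme with vehicle and -100% = no enzyme basal signal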
Target sequence (P06280 32-429 limits assumed): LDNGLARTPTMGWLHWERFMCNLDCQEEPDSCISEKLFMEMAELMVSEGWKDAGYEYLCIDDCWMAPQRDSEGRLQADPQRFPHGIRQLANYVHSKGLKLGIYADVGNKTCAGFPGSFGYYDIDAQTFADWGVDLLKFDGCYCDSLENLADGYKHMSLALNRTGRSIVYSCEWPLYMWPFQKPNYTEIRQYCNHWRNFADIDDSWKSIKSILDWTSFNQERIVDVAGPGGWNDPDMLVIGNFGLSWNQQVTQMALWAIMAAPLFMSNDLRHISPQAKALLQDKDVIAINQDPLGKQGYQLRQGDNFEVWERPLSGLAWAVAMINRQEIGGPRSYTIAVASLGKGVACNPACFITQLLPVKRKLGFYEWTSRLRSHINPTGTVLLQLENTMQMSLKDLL
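Inhibition or activation of alpha-galactosidase in human spleen homogenate is scored by 4-MU fluorescence after 40 min at 37C, pH 5.0, with 1 mM substrate. AC50s come from concentration-response fitted to the Hill equation.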
Tau fluor counter = counter-screen for tau fibril formation inhibitors; 0.93% of 280,000 active; Potency, µM (doses to about 57.7 µM), without a hit: top-dose activity change, negative = decrease; tau K18 P301L (four-repeat tau fragment) Alexa594 fluorescence, heparin fibrillization; AID 1463; note: nearly all actives have a fitted effect of over 55% in size
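Human K18 P301L tau (15 uM unlabeled plus 0.24 uM Alexa 594-labeled, final) in 100 mM sodium acetate pH 7 was mixed with compound and 20 uM heparin and incubated 6 hr at 37 C.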
TRb-SRC2 inh = inhibitors of human thyroid hormone receptor beta-SRC2 interaction; Potency, µM (doses to about 106 µM), for the others: at the top dose activity change, negative = inhibition, usual class: inhibitors; 0.065% of 280,000 active; TRbeta-SRC2 peptide binding, fluorescence polarization; receptor liganded with 1 µM T3; P10828;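 note: plate controls were bound peptide for no effect and peptide without receptor for full effect; nearly all actives have a fitted effect of over 50% in size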
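Each compound concentration gave % activity, normalized to unbound and bound Texas Red SRC2 controls, from polarization read after 5 hr ambient incubation with T3-loaded human TRb LBD.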
ALDH1A1 inh = ALDH1A1 (human) enzyme inhibition | P00352 | Purified ALDH1A1, NADH fluorescence, propionaldehyde substrate | Potency, µM (series often up to 75.3 µM), inactives show at the top dose activity, negative = inhibition, actives largely listed as inhibitors | 7.3% of 220,000 active | AID 1030; active = well fitted inhibition curve with a large enough effect, not every such curve was filed as active; inconclusive = small, poorly fitted or top-dose-only effect, or another doubt; inactive = no such curve, though single readings can be large or run the other way;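 note: plate controls were no enzyme wells and a reference inhibitor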
Target sequence (P00352 whole entry, looked up): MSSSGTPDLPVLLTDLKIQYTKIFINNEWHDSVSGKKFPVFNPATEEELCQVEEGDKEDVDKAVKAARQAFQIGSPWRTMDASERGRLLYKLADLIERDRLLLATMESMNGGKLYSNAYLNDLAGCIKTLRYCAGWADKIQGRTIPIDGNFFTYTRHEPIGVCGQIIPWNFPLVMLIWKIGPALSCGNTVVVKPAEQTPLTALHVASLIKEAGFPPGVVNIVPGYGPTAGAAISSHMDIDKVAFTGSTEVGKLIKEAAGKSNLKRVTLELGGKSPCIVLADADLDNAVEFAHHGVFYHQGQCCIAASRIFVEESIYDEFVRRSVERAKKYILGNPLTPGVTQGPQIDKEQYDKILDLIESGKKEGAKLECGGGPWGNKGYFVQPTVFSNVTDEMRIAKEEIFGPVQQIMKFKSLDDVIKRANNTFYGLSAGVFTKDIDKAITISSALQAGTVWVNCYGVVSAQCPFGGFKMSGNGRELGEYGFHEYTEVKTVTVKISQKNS
* hit, by the source's call; [ ] = another dose, or the depositor's remark. Unless noted, calls come from the whole dose curve; as a rule, active = well fitted curve in the direction sought with a large enough effect; inconclusive = small, poorly fitted or top-dose-only effect, or another doubt; inactive = no such curve, though single readings can be large; an effect the other way counts as inactive or inconclusive. Unless noted, % is set by controls: 0 for no effect and ±100 for the full control effect; potency is the fitted concentration of half-maximal effect.

What do the screens show for `CN(C(=O)CSc1nnc(-c2ccc([N+](=O)[O-])cc2)o1)c1ccccc1`?
Tau fibril FP: -4.3%; TexasRed fluor: -5.3%; Tau ThT inhib: -6.4%; Tau fluor counter: -13.6%; TRb-SRC2 inh: 0.9%

What do the screens show for `Cc1ccc(C(=O)N2c3ncnn3C3(CCCCC3)[C@@H]3CCCC[C@@H]32)cc1`?
Tau fibril FP: -0.6%; TexasRed fluor: -2.1%; Tau ThT inhib: -7.7%; Tau fluor counter: -10.2%; TRb-SRC2 inh: -1.1%

Results for COc1ccc(C2C=C(c3ccccc3)Nc3nc(NS(=O)(=O)c4ccc(Cl)cc4)nn32)cc1 (stereo unspecified) ?
Tau fibril FP: 1.8%; TexasRed fluor: 0.2%; Tau ThT inhib: 2.7%; Tau fluor counter: 5.7%; TRb-SRC2 inh: 2.4%

How did Cn1c(=O)oc2cc(S(=O)(=O)N3CCCC(C(=O)NCCN4CCOCC4)C3)ccc21 (stereo unspecified) do in these assays?
Tau fibril FP: 8.2%; TexasRed fluor: -1.5%; Tau ThT inhib: -2.0%; aGal spleen mod: 2.0%; Tau fluor counter: -1.8%; TRb-SRC2 inh: 5.8%; ALDH1A1 inh: 2.2%

Results for CCC1(C)Cc2c(sc3nc(SC)nc(N)c23)CO1 (stereo unspecified) ?
Tau fibril FP: -2.9%; TexasRed fluor: -0.3%; Tau ThT inhib: -17.5%; aGal spleen mod: 9.6%; Tau fluor counter: -18.0%; TRb-SRC2 inh: -9.0%; ALDH1A1 inh: 5.9%

How did CCOC(=O)c1ccc(NC(=O)c2sc3ccccc3c2Cl)cc1 do in these assays?
Tau fibril FP: -0.8%; TexasRed fluor: -0.7%; Tau ThT inhib: inconclusive; Tau fluor counter: -10.7%; TRb-SRC2 inh: -3.9%

How did COC(=O)c1cc2ccccc2c(=O)s1 do in these assays?
L3MBTL1 inh: -4.4%; Tau fibril FP: -0.3%; TexasRed fluor: -3.5%; Tau ThT inhib: 0.9%; aGal spleen mod: 11.2%; Tau fluor counter: -4.5%; TRb-SRC2 inh: -2.2%; ALDH1A1 inh: inconclusive

How did COc1ccc(S(=O)(=O)N2CCC(C(=O)NCC3CCCO3)CC2)cc1 (stereo unspecified) do in these assays?
Tau fibril FP: -3.2%; TexasRed fluor: 1.9%; Tau ThT inhib: 0.6%; aGal spleen mod: 1.8%; Tau fluor counter: -1.0%; TRb-SRC2 inh: 3.7%; ALDH1A1 inh: -16.0%

Results for O=C(CCCc1nc2ccccc2s1)NCc1ccccc1F ?
L3MBTL1 inh: 3.3%; Tau fibril FP: -19.2%; TexasRed fluor: -1.8%; Tau ThT inhib: 2.8%; aGal spleen mod: -3.6%; Tau fluor counter: -7.0%; TRb-SRC2 inh: -0.8%; ALDH1A1 inh: inconclusive

Results for CCN(C(=O)c1cc2c(=O)oc3ccc(C)cc3c2s1)c1ccccc1F ?
Tau fibril FP: -11.0%; TexasRed fluor: 0.5%; Tau ThT inhib: -9.7%; Tau fluor counter: -19.6%; TRb-SRC2 inh: -1.0%

How did Nc1nonc1-c1nc2ccccc2n1CC(=O)N/N=C/c1ccc(-c2ccccc2C(=O)O)o1 do in these assays?
L3MBTL1 inh: -86.8%; Tau fibril FP: -1.4%; TexasRed fluor: -2.1%; Tau ThT inhib: 9.9%; aGal spleen mod: -5.7%; Tau fluor counter: 6.7%; TRb-SRC2 inh: -3.8%; ALDH1A1 inh: inconclusive

How did C=CCNC(=O)COc1ccc(S(=O)(=O)NC2CCCCC2)cc1 do in these assays?
Tau fibril FP: -2.6%; TexasRed fluor: -5.4%; Tau ThT inhib: -3.1%; aGal spleen mod: 1.1%; Tau fluor counter: -3.1%; TRb-SRC2 inh: -7.7%; ALDH1A1 inh: 10.5%

Filtered by structure, those above containing an aryl thioether with sulfur outside any ring.
What do the screens show for `CN(C(=O)CSc1nnc(-c2ccc([N+](=O)[O-])cc2)o1)c1ccccc1`?
Tau fibril FP: -4.3%; TexasRed fluor: -5.3%; Tau ThT inhib: -6.4%; Tau fluor counter: -13.6%; TRb-SRC2 inh: 0.9%

Results for CCC1(C)Cc2c(sc3nc(SC)nc(N)c23)CO1 (stereo unspecified) ?
Tau fibril FP: -2.9%; TexasRed fluor: -0.3%; Tau ThT inhib: -17.5%; aGal spleen mod: 9.6%; Tau fluor counter: -18.0%; TRb-SRC2 inh: -9.0%; ALDH1A1 inh: 5.9%

Remaining list, next part:
Results for Cc1cnc(NC(=O)c2ccncc2)s1 ?
L3MBTL1 inh: -6.0%; Tau fibril FP: 3.0%; TexasRed fluor: -1.3%; Tau ThT inhib: -1.1%; aGal spleen mod: 5.0%; Tau fluor counter: 4.1%; TRb-SRC2 inh: 4.6%; ALDH1A1 inh: -2.9%

How did Cc1ccc(-c2noc(CN3C(C)CCCC3C)n2)cc1 (stereo unspecified) do in these assays?
L3MBTL1 inh: -2.6%; Tau fibril FP: 6.6%; TexasRed fluor: 0.2%; Tau ThT inhib: 2.1%; aGal spleen mod: -2.1%; Tau fluor counter: 1.4%; TRb-SRC2 inh: -20.6%; ALDH1A1 inh: inconclusive

What do the screens show for `CCCn1c(=O)[nH]c(=O)c2c1nc(-c1ccccc1OC(F)F)n2CCOC`?
L3MBTL1 inh: -4.2%; Tau fibril FP: -4.8%; TexasRed fluor: -2.1%; Tau ThT inhib: -10.2%; aGal spleen mod: -18.5%; Tau fluor counter: 0.8%; TRb-SRC2 inh: -6.7%; ALDH1A1 inh: inconclusive

What do the screens show for `CC(NC(=O)COc1ncnc2cc([N+](=O)[O-])ccc12)c1ccccc1` (stereo unspecified)?
L3MBTL1 inh: 3.2%; Tau fibril FP: 4.6%; TexasRed fluor: -2.0%; Tau ThT inhib: inconclusive; aGal spleen mod: 7.9%; Tau fluor counter: -17.3%; TRb-SRC2 inh: -1.2%; ALDH1A1 inh: 3.0%

What do the screens show for `CCn1c(CN2CCCCC2)nc2cc(NC(=O)COc3ccccc3C(C)(C)C)ccc21`?
Tau fibril FP: 10.4%; TexasRed fluor: 282µM*[quencher]; Tau ThT inhib: -1.4%; Tau fluor counter: -0.6%; TRb-SRC2 inh: -20.7%

How did COc1ccc2cc3c(N)nn(C(=O)c4cccc([N+](=O)[O-])c4)c3nc2c1 do in these assays?
L3MBTL1 inh: 8.5%; Tau fibril FP: -0.2%; TexasRed fluor: 7.3%; Tau ThT inhib: inconclusive; aGal spleen mod: -16.3%; Tau fluor counter: inconclusive; TRb-SRC2 inh: 5.2%; ALDH1A1 inh: -9.0%

How did COc1ccc(N(CC(=O)NCc2ccccc2)S(C)(=O)=O)cc1 do in these assays?
L3MBTL1 inh: 34.8%[activator]; Tau fibril FP: 7.4%; TexasRed fluor: -6.1%; Tau ThT inhib: -0.8%; aGal spleen mod: 0.0%; Tau fluor counter: -2.7%; TRb-SRC2 inh: -4.9%; ALDH1A1 inh: -0.6%

How did CCOc1ccc(CNCc2ccc(C(=O)O)cc2)cc1OC do in these assays?
L3MBTL1 inh: 0.2%[11.4 µM]; Tau fibril FP: -0.3%; TexasRed fluor: -0.9%; Tau ThT inhib: 5.7%; aGal spleen mod: 10.1%; Tau fluor counter: 11.4%; TRb-SRC2 inh: 7.2%; ALDH1A1 inh: 12.0%

Results for Cc1c(CNC(=O)c2cnn3c2NC(c2ccc(Br)cc2)CC3C(F)(F)F)cnn1C (stereo unspecified) ?
L3MBTL1 inh: 22.2%[11.4 µM]; Tau fibril FP: inconclusive; TexasRed fluor: -1.6%; Tau ThT inhib: -12.2%; aGal spleen mod: -6.1%; Tau fluor counter: -0.8%; TRb-SRC2 inh: 8.3%; ALDH1A1 inh: 5.3%

What do the screens show for `O=C(NCCc1ccccc1)c1ccc(NCC2CCCO2)c([N+](=O)[O-])c1` (stereo unspecified)?
Tau fibril FP: 10.2%; TexasRed fluor: -8.9%; Tau ThT inhib: 15.8µM*; aGal spleen mod: -2.2%; Tau fluor counter: -19.9%; TRb-SRC2 inh: 6.3%; ALDH1A1 inh: inconclusive

Results for O=C(CSc1n[nH]c(-c2cccs2)n1)N1CCN(S(=O)(=O)c2ccc3ccccc3c2)CC1 ?
Tau fibril FP: -12.6%; TexasRed fluor: -0.5%; Tau ThT inhib: -2.7%; aGal spleen mod: 1.8%; Tau fluor counter: inconclusive; TRb-SRC2 inh: -10.3%; ALDH1A1 inh: inconclusive

What do the screens show for `CCN(C(=O)Cn1ncc2c(=O)oc3ccccc3c21)c1ccccc1F`?
Tau fibril FP: -15.3%; TexasRed fluor: -4.4%; Tau ThT inhib: -10.1%; Tau fluor counter: -27.3%; TRb-SRC2 inh: -7.3%

Results for O=c1cnnc(SCCc2ccccc2)[nH]1 ?
L3MBTL1 inh: 8.7%; Tau fibril FP: inconclusive; TexasRed fluor: -9.1%; Tau ThT inhib: -14.0%; aGal spleen mod: -7.1%; Tau fluor counter: -7.8%; TRb-SRC2 inh: 1.4%; ALDH1A1 inh: 4.1%

Results for CCCN1C(=O)/C(=C\C=C2/C=CN(CC)c3ccccc32)SC1=S ?
L3MBTL1 inh: 7.6%; Tau fibril FP: 16.0%; TexasRed fluor: inconclusive; Tau ThT inhib: -9.3%; aGal spleen mod: -4.2%; Tau fluor counter: -6.9%; TRb-SRC2 inh: -7.0%[53 µM]; ALDH1A1 inh: 5.01µM*

How did CC(C)CCC(C(=O)O)C(C)CC(=O)Nc1ccn(-c2ccccc2)n1 (stereo unspecified) do in these assays?
L3MBTL1 inh: 2.7%; Tau fibril FP: -6.4%; TexasRed fluor: -1.1%; Tau ThT inhib: -7.2%; aGal spleen mod: 2.8%; Tau fluor counter: 1.5%; TRb-SRC2 inh: 7.2%

Results for CCCn1c(C)cc(C(=O)COc2ccc(S(=O)(=O)N(CC)CC)cc2[N+](=O)[O-])c1C ?
L3MBTL1 inh: -7.9%; Tau fibril FP: -4.5%; TexasRed fluor: 0.6%; Tau ThT inhib: 6.1%; aGal spleen mod: -0.6%; Tau fluor counter: -1.8%; TRb-SRC2 inh: -2.7%; ALDH1A1 inh: inconclusive
